HIF act: HIF pathway transcriptional activation | U2OS HRE-luciferase reporter, luminescence; normalized: DMSO 0%, desferrioxamine 100% | activation, % at 7.5 µM (by protocol) | AID 1910 | actives 0.32% (n = 300,000);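 active means mean activation of at least 10% of the iron chelator positive control signal, with at least half of replicates also reaching 10%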
MrgX1 allo act: allosterically activates human MrgX1 receptor signaling | B-score at 10 µM | Q96LB2 | actives 0.63% (n = 310,000) | MrgX1-HEK293, Fluo-4 calcium flux, FDSS; active compounds read high;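 active means plate-corrected calcium response at least 3 library SD above typical, normal starting fluorescence, not activating the receptor alone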;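 further: compound read alongside a low EC10 to EC30 dose of BAM8-22 agonist; peak minus trough fluorescence over baseline measured at the second addition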
Target sequence (Q96LB2 whole entry, looked up): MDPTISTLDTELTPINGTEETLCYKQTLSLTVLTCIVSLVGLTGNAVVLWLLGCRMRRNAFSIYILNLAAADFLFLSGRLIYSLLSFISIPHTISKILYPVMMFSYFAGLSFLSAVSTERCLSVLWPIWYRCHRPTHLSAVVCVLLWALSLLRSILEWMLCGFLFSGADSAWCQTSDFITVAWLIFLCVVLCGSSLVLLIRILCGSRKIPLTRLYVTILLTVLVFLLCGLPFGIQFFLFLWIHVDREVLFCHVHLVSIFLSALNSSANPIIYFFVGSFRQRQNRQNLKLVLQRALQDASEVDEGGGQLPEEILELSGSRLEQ
TRPC6 inh: mouse TRPC6 channel inhibition | Q61143 | HEK293-TRPC6, membrane potential dye, ACh-evoked depolarization; active compounds read low | B-score at 10 µM | actives 1.1% (n = 310,000) | AID 2553;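 active means B-score under library mean minus 3 SD, initial fluorescence not abnormally high, positive integrated signal ratio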;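 further: B-score derived from integrated fluorescence ratio over the kinetic read; more negative B-score means stronger inhibition of depolarization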
MrgX1 ag: human MrgX1 receptor agonism, primary screen. Q96LB2. MrgX1-HEK293 cells, Fluo-4 calcium fluorescence, agonist mode; active compounds read high. B-score at 10 µM. actives 0.44% (n = 310,000). AID 588627;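 active means calcium response B-score plate-corrected fluorescence ratio at least 3 library SD, with starting fluorescence B-score inside 5 SD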
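Assay system: stable human MrgX1 HEK293 cell line. Quantity: 15,000 cells per well. Schedule: cells plated overnight, dye loaded 0.5 h 37 °C, 0.5 h room temperature. Detection: Fluo-4 NW calcium-flux fluorescence, kinetic read. Read-out basis: peak-minus-minimum fluorescence over baseline, converted to B scores. Control set: positive and negative control wells on each plate.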
RGS4 act: RGS4 potentiation or activation. HEK293 M3R/inducible RGS4, carbachol calcium flux Fluo4; active compounds read low. B-score at 10 µM. actives 0.92% (n = 310,000). AID 463111;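 active means B-score of the integrated calcium signal more than 4 SD below the library mean, with starting fluorescence not abnormally high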;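 further: negative B-score means reduced calcium response which marks RGS4 activation or potentiation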
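Reagent: ECmax carbachol challenge; Test system: M3R-expressing HEK293 line, RGS4 induced by doxycycline; Schedule: overnight RGS4 induction, 30 min dye load 37 °C, 20 min compound RT; Detection: calcium dye Fluo4 fluorescence; Read-out: Agonist-evoked peak-minus-minimum fluorescence over baseline, integrated ratio, B score.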
TRPC6 act: mouse TRPC6 channel activation; HEK293-TRPC6 membrane potential dye fluorescence; active compounds read high; Q61143; B-score at 10 µM; actives 0.13% (n = 310,000);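 active means B-score of the integrated fluorescence ratio above library mean plus 3 SD, and starting fluorescence ratio within library mean plus 5 SD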;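 further: higher score means more depolarization so channel activation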
Platelet DG rel: modulates dense granule release in human platelets; human platelet-rich plasma, SFLLRN dense granule ATP release, luminescence; inhibition, %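 (compounds screened at 7.5 µM in platelet-rich plasma)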; actives 0.22% (n = 300,000); AID 1663;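 active means mean replicate score, as percent of positive control, at or above 50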
MrgX1 antagonist: antagonists of human MrgX1 receptor | Q96LB2 | MRGX1-HEK293 calcium flux, Fluo-4, BAM8-22 antagonism; active compounds read low | B-score at 10 µM | actives 1.3% (n = 310,000);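 active means calcium-response B-score plate-corrected more than 3 library SD below zero, starting fluorescence within 5 deviations, no agonist response on first addition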;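 further: peak minus trough fluorescence over baseline after final BAM8-22 challenge near maximal dose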
TRPC4 block: TRPC4 (mouse) channel inhibition; AID 2247; HEK293 TRPC4beta/mu-opioid, DAMGO-evoked Fluo4 calcium flux; active compounds read low; B-score at 10 µM; Q9QUQ5; actives 0.39% (n = 300,000);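 active means B-score over 3 SD under the library average, no early fluorescence shift, positive overall ratio signal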
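material = TRPC4beta/mu-opioid receptor HEK293 cell line | probe or stimulus = sequential submaximal and maximal DAMGO stimulation | compound dosing = one concentration per compound | measured by = Fluo4 Ca2+ flux fluorescence | evaluation = integrated fluorescence ratio relative to baseline, converted to per-well B score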
SKKanGAS inh: inhibitors of SKKanGAS S. pyogenes growth in kanamycin (SK-promoter or general growth effect); BacTiter-Glo, 6 h; inhibition, % at 7.5 µM; actives 1.3% (n = 300,000); AID 1662;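 active means mean replicate score, as percent of positive control median, at least 50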;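 further: strain carries kanamycin resistance gene driven by streptokinase promoter and grows in 40 µg/ml kanamycin; loss of luminescence reflects streptokinase promoter inhibition or plain growth inhibition; 0% = median of DMSO wells and 100% = positive control at its reference dose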
RGS4 inh: inhibitors of human RGS4. AID 463165. HEK293 M3R/RGS4 inducible, Fluo-4 calcium flux; active compounds read high; triggered by carbachol at its EC20. actives 0.45% (n = 310,000). B-score at 10 µM;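 active means B-score, a plate-corrected calcium signal, over three deviations above library mean, with baseline fluorescence within five deviations of library mean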;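 further: RGS4 expression induced by doxycycline in cells with stable M3 receptor; B-score is computed from the integrated fluorescence ratio over baseline after carbachol; higher B-score means a larger calcium signal and so more RGS4 inhibition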
Target sequence (P49798 whole entry, looked up): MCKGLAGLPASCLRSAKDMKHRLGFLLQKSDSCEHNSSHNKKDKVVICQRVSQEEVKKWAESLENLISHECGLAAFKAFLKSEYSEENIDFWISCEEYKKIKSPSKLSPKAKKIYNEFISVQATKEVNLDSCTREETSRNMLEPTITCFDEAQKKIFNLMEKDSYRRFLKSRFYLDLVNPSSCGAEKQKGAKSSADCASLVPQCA
The depositor's hits bear a star; i = inactive; · = no result given.

SMILES | HIF act | MrgX1 allo act | TRPC6 inh | MrgX1 ag | RGS4 act | TRPC6 act | Platelet DG rel | MrgX1 antagonist | TRPC4 block | SKKanGAS inh | RGS4 inh
O=C(CNS(=O)(=O)c1ccc(Br)cc1)NCc1cccnc1 | 0.2 | i | i | i | i | i | 2 | i | i | 3 | i
COc1ccc(C(=O)Nc2ccccc2C(=O)Nc2cccnc2)cc1 | 3.6 | i | i | i | i | i | 64* | i | i | 9 | i
O=C(Nc1cccn2ncnc12)c1ccc(Cl)cc1Cl | 0.3 | i | i | i | i | i | -1 | i | i | 3 | i
O=C(NCc1ccco1)c1ccc([N+](=O)[O-])o1 | 1.2 | i | i | i | i | i | -4 | i | i | 22 | i
Cc1ccc([N+](=O)[O-])cc1S(=O)(=O)Nc1cccc(-c2ccc(N3CCOCC3)nn2)c1 | 1.0 | i | i | i | i | i | -3 | i | i | -2 | i
CC(/C=C/C=C/c1ccccc1)=N/NC(=O)C(O)c1ccccc1 (centres undefined) | 0.7 | i | i | i | i | i | 1 | i | i | -5 | i
Cc1ccnc(SC2CC(=O)N(c3ccc([N+](=O)[O-])cc3)C2=O)n1 (centres undefined) | -0.8 | i | i | i | i | i | -6 | i | i | -2 | i
Cc1ccc(CNS(=O)(=O)c2ccc3c(c2)NC(=O)CO3)cc1 | -0.2 | i | i | i | i | i | -3 | i | i | -6 | i
CCc1ccccc1NC(=O)CN(c1ccc(OC)cc1OC)S(=O)(=O)c1ccccc1 | -0.2 | i | i | i | i | i | -2 | i | i | 9 | i
COc1ccc(NC(=O)c2cc(S(=O)(=O)N3CCc4ccccc43)cn2C)c(OC)c1 | 0.2 | i | i | i | i | i | -19 | i | i | -6 | i
COc1ccc([N+](=O)[O-])cc1NC(=O)C(C)Sc1nc(-c2ccccc2)cs1 (centres undefined) | -0.3 | i | i | i | i | i | -7 | i | i | 5 | i
COc1ccc(C(C(=O)NC(C)(C)C)N(Cc2cccnc2)C(=O)CCC(=O)Nc2cc(C)on2)cc1 (centres undefined) | 0.8 | i | i | i | i | i | 3 | i | i | 3 | i
Cc1noc(/C=C/c2cccs2)c1S(=O)(=O)N1CCC(C(=O)NCCCN2CCCC(C)C2)CC1 (centres undefined) | 0.2 | i | i | i | i | i | -9 | i | i | -3 | i
COc1ccc(C(=O)Nc2cc([N+](=O)[O-])ccc2N2CCN(C)CC2)cc1 | -0.5 | i | -17* | i | i | i | -6 | i | i | -4 | i
Cc1cc(NC(=O)CCC(=O)N(CC(=O)NC2CCCC2)Cc2ccc3c(c2)OCO3)no1 | -1.4 | i | i | i | i | i | 13 | i | i | 2 | i
CN(C)S(=O)(=O)c1ccc(N2CCCC2)c(C(=O)N2CCN(S(=O)(=O)c3ccc(F)cc3)CC2)c1 | -61 | i | i | i | i | i | -10 | i | i | 15 | i
COc1cc(OC)c(C(=O)N2CCN(c3ccccn3)CC2)cc1OC | -0.9 | i | i | i | i | i | 0 | i | i | -5 | i
COc1ccc(N(CC(=O)NCCSCc2ccccc2C)S(=O)(=O)c2ccccc2)cc1 | -0.4 | i | i | i | -7.8* | i | -4 | i | i | 4 | i
Cc1nc(NC(=O)C23CCC(C)(C(=O)O2)C3(C)C)sc1C (centres undefined) | -0.3 | i | i | i | i | i | 4 | i | i | 0 | i
O=C(c1ccc(C(F)(F)F)cc1)C1CCCN(C(=O)CN2CCCC2=O)C1 (centres undefined) | 1.8 | i | i | i | i | i | 1 | i | i | -4 | i
Cc1cccc(-c2nc3ccccc3c(=O)n2NC(=O)c2cccs2)c1 | -0.2 | i | i | i | i | i | 6 | i | i | -2 | i
NS(=O)(=O)c1ccccc1NC(=O)c1c(O)c2ccccc2[nH]c1=O | 1.6 | i | i | i | i | i | 13 | i | i | 9 | i
Cn1cc(/C=C2\SC(=S)N(N3CCOCC3)C2=O)c2ccccc21 | -0.3 | i | i | i | i | i | -52 | i | i | -4 | i
CCOc1cc(/C=C2\COc3ccccc3C2=O)cc(Br)c1OCC(=O)N(C)C | -5.8 | i | i | i | i | i | -18 | i | i | -1 | 8.3*
Cc1ccn2c(-c3n[nH]c(=S)n3C)c(C)nc2c1 | · | i | i | i | i | i | 3 | i | i | -1 | i
CC(C)C1C(C#N)=C(N)Oc2n[nH]c(-c3cccs3)c21 (centres undefined) | 0.4 | i | i | i | i | i | 1 | i | i | -4 | i
Cc1ccc(S(=O)(=O)N2CCN(c3ccccc3)CC2)cc1C(N)=O | -0.1 | i | i | i | i | i | 0 | i | i | -7 | i
O=C(CCCc1nc2ccccc2s1)NC(c1ccccc1)c1ccccc1 | -1.0 | i | i | i | i | i | 5 | i | i | 1 | i
CC(=O)c1nc(N2C(=O)CC(Cc3ccc(C)cc3)C2=O)sc1C (centres undefined) | -0.5 | i | i | i | i | i | 18 | i | i | 6 | i
COc1ccccc1NC(=O)c1ccc2c(c1)nnn2C | 0.7 | i | i | i | i | i | -7 | i | i | 0 | i
COc1ccc(C(=O)NCCC2=CCCCC2)cc1OC1CCN(C(C)C)CC1 | 3.4 | i | i | i | i | i | 2 | i | i | -4 | i
OCCC1CN(Cc2ccsc2)CCN1C1CCCC1 (centres undefined) | -0.4 | i | i | i | i | i | -1 | i | i | -6 | i
S=C(Nc1ccc(Cl)cc1)c1nc2ccccc2s1 | 3.8 | i | i | i | i | i | 1 | i | i | 12 | i
CN(C)/C=C/C(=O)c1ccc(S(=O)c2ccccc2)cc1 (centres undefined) | 0.9 | i | i | i | i | i | 3 | i | i | -4 | i
CC(=O)NC(Cc1ccccc1C)C(=O)NC1CCN(c2nnnn2-c2ccccc2)CC1 (centres undefined) | -0.3 | i | i | i | i | i | -7 | i | i | -6 | i
C/C(=N/NC(=O)CC(=O)N/N=C(\C)c1ccc([N+](=O)[O-])cc1)c1ccc([N+](=O)[O-])cc1 | -0.3 | i | i | i | i | i | 0 | i | i | 3 | i
Cn1c(=O)n(C)c2cc(NC(=O)CSc3nc4ccccc4c(=O)[nH]3)ccc21 | -2.7 | i | i | i | i | i | -8 | i | i | 2 | i
O=C(NCCN1CCOCC1)N1CCOCC1 | 0.4 | i | i | i | i | i | -1 | i | i | 0 | i
Cc1noc(C)c1N=Nc1ccc(Br)cc1C(=O)O | -0.6 | i | i | i | i | i | -4 | i | i | -8 | i
Cc1ccccc1CNC(=O)C1CCN(c2nnc(N3CCCC3=O)s2)CC1 | 0.0 | i | i | i | i | i | -1 | i | i | -3 | i
Cc1cc(C)cc(C(=O)NC(CC(N)=O)c2ccc(NC3CCCCCCCCCCC3)c([N+](=O)[O-])c2)c1 (centres undefined) | 0.0 | i | i | i | i | i | 8 | i | i | 19 | i
Cc1ccc(OCc2nc(C#N)c(N3CCN(Cc4ccccc4)CC3)o2)cc1 | -42 | i | i | i | i | i | 1 | i | i | 28 | i
CCOc1cccc(C(=O)Nc2cccc(C(=O)NCC(C)C)c2)c1 | 0.3 | i | i | i | i | i | 16 | i | i | -5 | i
CCCCNC(=O)c1cc(C)nn1-c1ccccc1 | -0.4 | i | i | i | i | i | 0 | i | i | -8 | i
Cc1ccc(-c2ccc(C3C(C#N)=C(N)Oc4n[nH]c(C)c43)o2)cc1 (centres undefined) | 2.8 | i | i | 37* | i | i | 1 | i | i | 1 | i
CCCNC(=O)c1ccccc1NC(=O)c1ccccc1N(C)S(C)(=O)=O | 0.0 | i | i | i | i | i | -2 | i | i | 7 | i
CCn1ncc(/C=C2/SC(=S)NC2=O)c1C | -0.2 | i | i | i | i | i | 7 | i | i | 13 | i
O=C(CNS(=O)(=O)c1ccccc1)Nc1ccc2c(c1)OCO2 | 0.3 | i | i | i | i | i | 6 | i | i | 4 | i
CC(=O)c1cccc(NC(=O)c2ccoc2C)c1 | 0.0 | i | i | i | i | i | -4 | i | i | -16 | i
COC(=O)[C@@H](NC(=O)N1CCC(Cc2ccccc2)CC1)C(C)C | -5.5 | i | i | i | i | i | -3 | i | i | -12 | i
Cc1ccc(Cl)c(OCC(=O)Nc2sc(C)c(C)c2C#N)c1 | 1.4 | i | i | i | i | i | 8 | -7.9* | i | -4 | i
COc1ccc(N(C)S(=O)(=O)c2cccc(C(=O)OC(C(=O)Nc3cc(C)cc(C)c3)c3ccccc3)c2)cc1 (centres undefined) | -0.1 | i | i | i | i | i | -29 | i | i | -8 | i
Cc1ccc2cc(CN(Cc3cccs3)Cc3nnnn3CC3CCCO3)c(=O)[nH]c2c1 (centres undefined) | -0.2 | i | i | i | i | i | -6 | -4.8* | i | -1 | i
O=C(CCc1nnc(-c2ccccc2)o1)NC1CCCCC1 | 2.3 | i | i | i | i | i | 8 | i | i | -7 | i
Cc1ccc(N(CC(=O)NCc2ccccn2)S(=O)(=O)c2ccccc2)cc1Cl | -0.5 | i | i | i | i | i | 1 | i | i | 6 | i
CCOc1ccc(CCNC(=O)C2CC(=O)N(c3ccccc3OCC)C2)cc1OCC (centres undefined) | -0.3 | i | i | i | i | i | 0 | i | i | -8 | i
O=C(NCC(=O)N(c1ccccc1F)C(C(=O)NC1CCCC1)c1ccco1)c1ccco1 (centres undefined) | 0.0 | i | i | i | i | i | 7 | i | i | 3 | i

With a hit mark in MrgX1 ag (from the list above):
canonical_smiles | MrgX1 ag | TRPC6 act | Platelet DG rel | MrgX1 antagonist | TRPC4 block | RGS4 inh
Cc1ccc(-c2ccc(C3C(C#N)=C(N)Oc4n[nH]c(C)c43)o2)cc1 (centres undefined) | 37* | i | 1 | i | i | i

As entered above.
`Cc1ccc2cc(CN(Cc3cccs3)Cc3nnnn3CC3CCCO3)c(=O)[nH]c2c1` (centres undefined) | HIF act: -0.2
`O=C(CCc1nnc(-c2ccccc2)o1)NC1CCCCC1` | HIF act: 2.3

Bioassay records as filed in PubChem BioAssay.
